Source: PubChem BioAssay
Tb MetRS inh – blocks T. brucei methionyl-tRNA synthetase activity; purified T. brucei MetRS, ATP depletion, Kinase-Glo luminescence; inhibition, % at 11.9 µM; actives 0.4% (n = 360,000);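 active means inhibition above a per-plate cutoff of the control wells' mean inhibition plus 3 SD, cut at about 5.5% in these data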;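 further: 0% = DMSO wells median and 100% = median of wells with control inhibitor compound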
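Material – parasite MetRS enzyme · Medium – HEPES-MgCl2-KCl buffer plus DTT, spermine, BSA, pyrophosphatase · Reagent – ATP, methionine and E. coli bulk tRNA substrates · Times – 15 min enzyme-compound preincubation, 2 h reaction, 10 min detection, 25 °C · Measured by – luminescence of leftover ATP · Evaluation – percent inhibition relative to median high and low control wells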
CendR NRP1 mod – modulators of CendR peptide binding to human neuropilin-1; actives 0.85% (n = 360,000); inhibition, % at 25 µM; FAM-RPARPAR peptide binding to NRP-1, fluorescence polarization; O14786;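 active means inhibition or corrected inhibition above about 18%, plus a signal ratio from 0.5 to 1.5, limit read from the data, passing the limit was not always enough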; further: strong numbers were not always called active
Scp-1 inhibitor – inhibitors of human Scp-1 phosphatase | Q9GZU7 | AID 493091 | inhibition, % at 20 µM | Recombinant Scp1, phosphopeptide, malachite green phosphate absorbance | actives 0.88% (n = 340,000);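 active means inhibition above about 50% at 20 µM, limit read from the data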;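 further: plate controls were DMSO wells with enzyme for no effect and wells lacking enzyme for full effect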
Target sequence (Q9GZU7 76-261 limits assumed): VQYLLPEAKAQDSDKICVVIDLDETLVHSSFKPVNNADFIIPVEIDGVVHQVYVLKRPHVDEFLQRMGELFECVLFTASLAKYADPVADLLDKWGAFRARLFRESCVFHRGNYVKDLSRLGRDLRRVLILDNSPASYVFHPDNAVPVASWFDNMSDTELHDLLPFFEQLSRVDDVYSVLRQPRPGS
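System: truncated SCP-1 phosphatase (76-261aa); medium: Tris acetate buffer pH 5.5 with MgCl2 and Tween-20; incubation: 45 min room-temperature reaction, 5 min colour, 30 min stabiliser; compound: single 20 µM dose, 1% DMSO; reagent: Phosphorylated 17-residue peptide substrate; read-out: % inhibition at 20 µM; technique: colorimetric free-phosphate detection, absorbance 630 nm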
MsrA inh – inhibitors of bovine MsrA; inhibition, % at 15.5 µM; actives 0.75% (n = 360,000); purified bovine MsrA, absorbance read-out; in the data active means inhibition above about 4.5%;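 further: 0% = vehicle wells with enzyme and 100% = reference inhibitor wells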
bovine MsrA act – bovine methionine sulfoxide reductase A activation; purified bovine MsrA, absorbance read-out; activation, % at 10.6 µM; actives 0.3% (n = 360,000); AID 602163; in the data active means activation above about 7.5%;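 further: 0% = vehicle and 100% = reference activator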
DNMT1 inh – blocks human DNA methyltransferase DNMT1. DNMT1 molecular beacon, Hinp1I cleavage, fluorescence. inhibition (reported as % activation of signal), % at 10 µM. actives 0.83% (n = 360,000). P26358; in the data active means inhibition above about 50%
STEP inh – STEP (human) phosphatase inhibition; P54829; recombinant STEP, OMFP fluorogenic substrate, fluorescence; inhibition, % at 20 µM; actives 0.25% (n = 360,000); AID 588621;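 active means inhibition at 20 µM, scaled per plate between control wells, above about 37%, limit read from the data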;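 further: 0% = DMSO with enzyme and substrate and 100% = substrate only without enzyme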
Target sequence (P54829 whole entry, looked up): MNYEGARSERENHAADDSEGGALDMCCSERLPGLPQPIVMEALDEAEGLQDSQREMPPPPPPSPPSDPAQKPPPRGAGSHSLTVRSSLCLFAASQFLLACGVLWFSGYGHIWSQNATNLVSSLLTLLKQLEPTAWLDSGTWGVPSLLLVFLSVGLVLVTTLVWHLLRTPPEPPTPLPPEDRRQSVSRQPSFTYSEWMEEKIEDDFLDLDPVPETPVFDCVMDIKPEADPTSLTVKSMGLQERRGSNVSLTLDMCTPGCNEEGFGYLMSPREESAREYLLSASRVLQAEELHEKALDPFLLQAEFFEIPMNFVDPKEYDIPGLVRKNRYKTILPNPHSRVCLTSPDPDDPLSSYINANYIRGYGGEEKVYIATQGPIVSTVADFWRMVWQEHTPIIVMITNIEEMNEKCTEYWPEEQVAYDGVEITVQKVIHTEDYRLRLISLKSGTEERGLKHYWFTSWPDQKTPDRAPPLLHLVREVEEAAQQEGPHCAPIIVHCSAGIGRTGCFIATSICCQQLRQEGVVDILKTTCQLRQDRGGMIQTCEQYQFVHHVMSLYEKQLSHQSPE
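Measure: Control-normalized % inhibition with plate pattern correction | Test system: STEP phosphatase, cell-free reaction | Medium: pH 6.0 Bis-Tris with DTT and Tween 20 | Technique: Fluorescence, 480/540 nm | Times: Reaction 20 min, ambient temperature | Doses: Single compound dose of 20 µM, 1% DMSO final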
LMPTP inh – blocks human LMPTP phosphatase. P24666. recombinant LMPTP-A, OMFP fluorogenic substrate, fluorescence intensity. inhibition, % at 20 µM. actives 0.22% (n = 360,000). AID 651560;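 active means compounds that cut the enzyme signal by at least half of the control window in the single-dose screen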;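 further: plate controls were DMSO wells with enzyme plus substrate for no effect and substrate without enzyme for full effect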
Target sequence (P24666 whole entry, looked up): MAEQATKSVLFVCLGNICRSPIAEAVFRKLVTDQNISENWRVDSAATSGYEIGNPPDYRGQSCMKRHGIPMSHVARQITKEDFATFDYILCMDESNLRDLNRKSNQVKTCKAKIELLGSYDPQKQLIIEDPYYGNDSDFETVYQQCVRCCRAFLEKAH
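Test system: LMPTP-A phosphatase enzyme; input: 0.625 nM LMPTP-A final; reagent: OMFP substrate, 400 µM final; compound dosing: 20 µM single dose, 3% DMSO; incubation: 50 min dark incubation at room temperature; measured by: endpoint fluorescence intensity from OMFP dephosphorylation; measure: % inhibition relative to no-enzyme and uninhibited control wells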
E coli Lon inh – E. coli protease La inhibition | actives 0.42% (n = 360,000) | purified E. coli Lon protease, fluorescence polarization | inhibition, % at 7.94 µM | P0A9M0; in the data active means inhibition above about 13%, passing the limit was not always enough;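 further: 0% = enzyme with probe and DMSO and 100% = no enzyme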
SUMO1 PPI mod – modulators of human SUMO1-mediated protein-protein interactions; P63165; SUMO1 binding to a labelled peptide, TR-FRET, 1 h; inhibition, % at 20 µM; actives 0.33% (n = 360,000); AID 602429; in the data active means inhibition above about 37%
Target sequence (P63165 whole entry, looked up): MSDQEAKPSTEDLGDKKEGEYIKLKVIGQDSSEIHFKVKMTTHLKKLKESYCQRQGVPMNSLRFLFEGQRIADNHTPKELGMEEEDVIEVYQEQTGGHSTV
* hit, by the source's call; . = no result given. Outcome played no part in choosing rows; about 4.3% have a hit in one of these screens.

| Structure | Tb MetRS inh | CendR NRP1 mod | Scp-1 inhibitor | MsrA inh | bovine MsrA act | DNMT1 inh | STEP inh | LMPTP inh | E coli Lon inh | SUMO1 PPI mod |
| --- | --- | --- | --- | --- | --- | --- | --- | --- | --- | --- |
| COC(=O)c1sc(NC(=O)COc2cccnc2[N+](=O)[O-])c(C(=O)OC)c1C | -0.2 | -19.4 | 8.1 | 0.3 | -1.6 | -2.2 | -1.5 | 1.2 | -0.8 | 2.5 |
| CN(CCc1ccccn1)S(=O)(=O)c1ccc(F)cc1 | -1.7 | 0.0 | -9.6 | -0.9 | -3.5 | 3.2 | 1.7 | -2.1 | 1.0 | 0.1 |
| Brc1ccc(Oc2ncc(CN3CCOCC3)s2)cc1 | 0.5 | -5.5 | -9.0 | 1.0 | -1.2 | 1.3 | -5.4 | -1.0 | -7.9 | 3.2 |
| COC(=O)c1cc2ccccc2c(-c2c(O)ccc3ccccc23)c1O | 0.2 | 5.6 | -10.3 | 1.0 | -1.5 | -14.6 | -1.8 | 3.2 | 4.4 | -7.0 |
| FC(F)(F)c1ccnc(Sc2n[nH]c(C(F)(F)F)n2)c1 | 0.2 | 19.2 | -3.5 | -0.3 | 1.1 | 1.3 | 1.3 | -2.1 | -1.5 | -0.2 |
| Cc1nn(-c2ccccc2)c(N)c1C(O)(CC(=O)C(F)(F)F)C(F)(F)F (stereo not drawn) | -0.2 | 5.5 | -2.5 | 0.0 | 3.5 | -5.0 | -1.2 | -1.3 | -7.1 | -5.0 |
| Nc1cccc(P(=O)(c2ccccc2)c2ccccc2)c1 | -0.3 | -7.3 | -7.1 | -0.7 | -2.6 | -0.8 | -1.3 | -1.2 | 6.4 | 3.2 |
| CN1C(=O)CSc2ccc(NC(=O)Nc3ccccn3)cc21 | -0.7 | -43.3 | -1.3 | 0.6 | -0.1 | -6.6 | -2.0 | -0.3 | -5.3 | 2.3 |
| COC(=O)C1C2C=CC3(CN(Cc4cccs4)C(=O)C13)O2 (stereo not drawn) | -0.9 | 10.6 | 14.1 | -0.4 | -11.1 | -0.5 | 0.4 | -0.8 | -11.3 | 0.1 |
| CC(=O)Nc1ccc(NC(=O)COC(=O)c2ccc(S(=O)(=O)N(C)c3ccccc3)cc2)cc1 | -0.4 | -4.6 | -4.3 | 0.3 | 1.1 | 9.9 | 3.0 | 0.1 | -0.6 | 5.0 |
| COc1ccc(-n2cnnc2SCCC#N)cc1 | 0.1 | 5.3 | -3.6 | 0.6 | -0.9 | 2.6 | -3.8 | -2.0 | -0.2 | -2.2 |
| CC1CCN(CCc2nc3cc(NC(=O)C(C)C)ccc3n2C)CC1 | 0.9 | 2.2 | -22.6 | 1.3 | -2.1 | -0.5 | -0.3 | -0.1 | -7.4 | -1.9 |
| CC(C)[C@H](NC(=O)[C@@H]1CSC2c3ccccc3C(=O)N21)C(=O)NCC1CCCO1 (stereo partly drawn) | -0.1 | 3.7 | -6.9 | 1.7 | 1.3 | 0.8 | -1.1 | -0.7 | 3.4 | 4.3 |
| CCOC(=O)N1CCN(C(=O)C[C@@H]2C[C@@]3(C(=O)OCC)CCCC=C3N(Cc3ccc4c(c3)OCO4)C2=O)CC1 | -0.9 | 0.7 | . | -0.4 | -1.8 | . | . | -1.8 | -5.8 | 3.1 |
| COc1ccc(S(=O)(=O)Nc2ccc3c(c2)n(C)c(=O)n3C)cc1F | -1.0 | 8.0 | -4.4 | -0.5 | -11.9 | 1.6 | -3.9 | -0.7 | 12.4 | 3.8 |
| COCCn1c(SCC(=O)/C=C2\N(C)c3ccccc3C2(C)C)nnc1-c1ccncc1 | -0.8 | -11.7 | 0.7 | 3.4 | -9.2 | 12.6 | -0.6 | -0.6 | -13.0 | -3.3 |
| Cc1cc2cc(CN(Cc3ccco3)C(=O)C3CCCCC3)c(=O)[nH]c2cc1C | -0.4 | 9.3 | 2.6 | -0.8 | 0.4 | -0.9 | 1.6 | 1.0 | 13.3 | -2.4 |
| COc1ccc(Oc2cccc(Cl)c2CNC(=O)CSCC(=O)O)cc1 | 0.2 | -0.2 | 4.5 | 0.2 | 1.5 | 0.3 | -3.2 | -0.6 | 1.9 | -1.8 |
| CCc1nnc(NC(=O)CSc2nnc(-c3ccco3)n2CCOC)s1 | -0.9 | 0.0 | -10.4 | 0.6 | -3.5 | -7.0 | 2.5 | -1.2 | -1.3 | -1.7 |
| O=C(COC(=O)Cc1ccc(Cl)c(Cl)c1)NCCc1ccccc1 | 0.1 | -4.8 | . | 0.5 | -7.4 | -2.7 | -0.6 | 0.2 | -3.5 | 1.4 |
| CCOC(=O)c1cccc(NC(=O)CCc2nnc3ccc(N4CCOCC4)nn23)c1 | -0.3 | -2.4 | -8.2 | -0.4 | -0.5 | 4.2 | -1.8 | -1.9 | 2.6 | -3.4 |
| CCOc1ccc(S(=O)(=O)Nc2ccc(S(=O)(=O)N3CCCCC3)cc2)cc1 | 0.0 | -2.2 | -13.4 | -1.4 | 1.6 | -5.5 | 3.5 | 1.4 | 16.1 | 2.5 |
| C=CCC1(CC=C)CCCN1C(=O)C1CCC(=O)N(CCc2ccccc2)C1 (stereo not drawn) | -0.5 | -20.1 | -6.7 | 0.8 | -1.4 | -0.5 | 0.8 | 0.8 | 9.2 | 1.8 |
| Cc1csc(=O)n1CC(=O)OCc1nnc(-c2ccccc2)o1 | -0.4 | -1.3 | -2.0 | 1.3 | -1.9 | 1.6 | 0.8 | -0.3 | -10.7 | 2.4 |
| O=C(NCC1COc2ccccc2O1)c1cccc(S(=O)(=O)N2CCN(c3ccccc3)CC2)c1 (stereo not drawn) | -0.2 | -2.2 | 1.0 | -0.9 | -3.1 | 0.9 | -0.6 | 5.6 | -1.6 | 2.7 |
| Cc1ccccc1NC(=O)Cc1c(O)c2ccccc2[nH]c1=O | -0.9 | 4.4 | -2.6 | 0.0 | -3.7 | 3.0 | -0.9 | -0.2 | -8.1 | -1.7 |
| CCc1ccc(N(C(=O)Cc2cccs2)C(C(=O)NC2CCCCC2)c2cn(C)nc2C)cc1 (stereo not drawn) | 0.2 | -14.0 | -4.6 | -0.1 | -2.1 | -2.2 | -3.1 | -0.3 | 8.5 | -0.5 |
| Cc1ccc(CN2CC(N3CCN(C4CCN(C)CC4)CC3)CS2(=O)=O)cc1 (stereo not drawn) | -0.6 | 12.7 | . | 0.6 | -2.7 | 7.3 | -1.7 | -5.8 | 0.5 | -8.6 |
| CCOC(=O)CCC(=O)O[C@H]1[C@H](O[C@@H]2[C@@H](C)[C@H](O[C@H]3C[C@@](C)(OC)[C@@H](O)[C@H](C)O3)[C@@H](C)C(=O)O[C@H](CC)[C@@](C)(O)[C@H](O)[C@@H](C)C(=O)[C@H](C)C[C@@]2(C)O)O[C@H](C)C[C@@H]1N(C)C | -0.7 | 0.7 | -3.5 | -0.6 | -0.8 | -1.1 | -0.3 | -1.1 | 0.7 | -6.7 |
| CN(c1ccccc1)S(=O)(=O)c1cccc(NC(=O)c2cc(=O)c3ccccc3o2)c1 | 0.5 | 1.0 | -5.3 | 3.6 | -3.1 | -4.9 | 0.5 | 3.7 | -5.1 | -9.4 |
| CSCCC(NC(=O)c1ccccc1Cl)C(=O)NCCOc1ccccc1 (stereo not drawn) | 0.3 | 0.3 | 3.1 | -1.2 | -7.3 | 4.5 | -0.7 | 0.4 | 2.0 | 1.9 |
| S=C(NCc1ccc(Cl)cc1Cl)Nc1ccccc1 | 2.2 | -12.7 | -13.1 | 0.6 | 0.7 | 5.9 | -0.1 | 1.2 | -1.9 | 1.9 |
| CCC(=O)N1c2ccc(S(=O)(=O)N3CCN(c4cc(C)ccc4C)CC3)cc2CC1C (stereo not drawn) | -0.2 | 5.6 | -8.2 | -1.6 | -0.8 | -6.3 | -0.3 | 4.0 | -6.3 | 6.0 |
| COc1ccc(CCNC(=O)c2ccc3c(c2)N(Cc2ccc(F)cc2)CCS3)c(OC)c1 | -0.4 | -4.1 | -8.5 | 1.9 | -0.4 | -4.2 | 3.7 | 8.9 | 18.5* | -43.9 |
| CNC(=O)C(=O)Nc1ccc2c(c1)N(S(=O)(=O)c1cccs1)CCC2 | -0.1 | -0.1 | 53.8* | 0.1 | -2.4 | 0.1 | -1.9 | 0.0 | -8.7 | 7.1 |
| COC(=O)[C@H](CCSC)NC(=O)N1CCN(Cc2ccccc2)CC1 | 0.2 | -1.5 | -7.8 | -0.8 | -6.7 | 1.9 | -2.5 | -1.1 | 1.4 | 1.7 |
| Fc1ccc2c(c1)C(c1ccncc1)=NNC(c1cccnc1)=N2 | -1.2 | -4.0 | -9.0 | 3.7 | -4.8 | 2.5 | -5.4 | -0.8 | -3.5 | -0.4 |
| COC(=O)c1sccc1NC(=O)c1c(Cl)cccc1Cl | -0.5 | -15.5 | 1.3 | -1.1 | -3.9 | -1.7 | -2.1 | -0.9 | -7.5 | -0.2 |
| CCOC(=O)Nc1cccnc1Sc1ccc(Cl)cc1 | -0.5 | 11.5 | -9.8 | 0.8 | 0.4 | 0.6 | 1.2 | -1.3 | -3.7 | -2.0 |
| CCOC(=O)c1c(C)[nH]c(C)c1C(=O)COC(=O)c1nc2nccc(C)n2n1 | 2.3 | -8.9 | -1.7 | 0.6 | -1.6 | 1.2 | -1.8 | -0.9 | -2.3 | 6.8 |
| COCC(=O)Nc1ccc(S(=O)(=O)NCCc2ccccc2)cc1 | -1.1 | -3.9 | -4.0 | 0.2 | -9.5 | 2.9 | -2.9 | -0.7 | 6.6 | -2.7 |
| CN1CCN(c2ccc(NC(=S)NC(=O)c3cccc4ccccc34)cc2)CC1 | 0.0 | -2.9 | -5.1 | 0.5 | -1.4 | -6.9 | 3.2 | -3.1 | 4.3 | -17.6 |
| COC(=O)CSc1cccc2c1C(=O)CC2c1ccccc1 (stereo not drawn) | 1.3 | 7.8 | -4.4 | 1.1 | -3.4 | -0.3 | 1.9 | 0.2 | -9.4 | -0.9 |
| O=C(CCn1cccc1)Nc1nccs1 | -0.3 | 8.3 | -15.4 | -0.2 | -1.2 | -1.4 | 2.2 | -2.2 | 0.2 | -2.2 |
| Cc1cc(C)n2nc(SCCCC(=O)c3ccc(F)cc3)nc2n1 | 0.0 | 1.8 | -2.5 | -0.6 | 2.1 | 1.7 | 3.2 | -1.0 | -13.6 | 1.4 |

One compound at a time, from the list above. Order of values: Tb MetRS inh | CendR NRP1 mod | Scp-1 inhibitor | MsrA inh | bovine MsrA act | DNMT1 inh | STEP inh | LMPTP inh | E coli Lon inh | SUMO1 PPI mod
`COC(=O)c1cc2ccccc2c(-c2c(O)ccc3ccccc23)c1O` is entered as 0.2 | 5.6 | -10.3 | 1.0 | -1.5 | -14.6 | -1.8 | 3.2 | 4.4 | -7.0
`CNC(=O)C(=O)Nc1ccc2c(c1)N(S(=O)(=O)c1cccs1)CCC2` is entered as -0.1 | -0.1 | 53.8* | 0.1 | -2.4 | 0.1 | -1.9 | 0.0 | -8.7 | 7.1
